Compound activity: PubChem BioAssay, Sanford-Burnham Center for Chemical Genomics
NLRP3 yeast inh = NALP3 inflammasome inhibitors in reconstituted yeast, primary screen, luminescence, uHTS; inhibition, % at 10 µM; 330,000 compounds, 0.39% hits; Yeast reconstituted NLRP3/ASC/caspase-1, beta-gal luminescence, 24 h;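 active = inhibition of 50% or more; inactive = inhibition below 50%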;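 also: plate controls were induced DMSO wells for no effect and uninduced yeast grown without galactose for full effect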
tim23-1 inh = growth inhibitors of tim23-1 mutant yeast, primary screen, luminescence, uHTS | S. cerevisiae tim23-1 growth, BacTiter-Glo luminescence, 24 h | inhibition, % at 20 µM | 330,000 compounds, 1.3% hits;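 active = growth inhibition of the mutant yeast at or above 50%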;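 also: temperature-sensitive mutant grown at 25 °C; plate controls were DMSO-treated mutant yeast for no effect and medium wells lacking yeast for full effect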
XBP1 UPR activ = activators of adaptive XBP1 UPR arm, primary screen, cell-based, CHO-XBP1 luciferase reporter, luminescence, uHTS. IRE1-XBP1 UPR activation; percent of tunicamycin response, DMSO as zero. activation, % at 20 µM. 330,000 compounds, 0.33% hits;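 active = versus positive control, 20 µM dose yields 30% or more activation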;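 also: 100% = tunicamycin at 10 µg/mL and 0% = DMSO only wells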
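assay system = CHO-XBP1 luciferase reporter cells | amount = 1000 cells/well | buffer or medium = F12 plus 10% FBS | compound dosing = single point, 20 µM final compound, 1% DMSO | incubation = 16-18 h cell attachment at 37 °C, then 6 h compound exposure | detection = Steady-Glo luminescence read | controls = tunicamycin 10 µg/mL and vehicle-only wells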
UPR CHOP act = activators of apoptotic CHOP UPR arm, primary screen, cell-based, CHO-CHOP luciferase reporter, luminescence, uHTS. UPR activation; percent of tunicamycin response over DMSO baseline. activation, % at 10 µM. 330,000 compounds, 0.34% hits;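 active = at 10 µM dose, activation of 40% or more, normalized to positive control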;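 also: 100% = tunicamycin at 10 µg/mL and 0% = DMSO alone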
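Test system: CHO-CHOP cells, stable luciferase reporter of PERK-eIF2a-CHOP signalling | Quantity: 500 CHO-CHOP cells per well | Buffer or medium: F12 plus 10% serum | Compound dosing: 10 µM single point, 0.5% DMSO | Schedule: 6 h compound treatment, 37 °C | Signal: Luciferase luminescence | Control set: Tunicamycin high control, DMSO low control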
TIM10 inh = growth inhibitors of isogenic TIM10 control yeast, primary screen, counter-screen for tim10-1 yeast inhibitor project, luminescence, uHTS; S. cerevisiae TIM10 strain growth, BacTiter-Glo luminescence, 24 h; inhibition, % at 10 µM; 330,000 compounds, 1.4% hits;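 active = inhibition of 40% or more at the single tested concentration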;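 also: wild-type TIM10 isogenic control strain grown at permissive 25 °C; 0% = DMSO yeast wells and 100% = minimal medium wells without yeast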
NR3A LBD binder = binders of NR3A ligand-binding domain, primary screen, biophysical, differential scanning fluorimetry, uHTS. NR3A LBD differential scanning fluorimetry, Tm shift; 0% = protein alone, 100% = glycine-bound protein. Tm shift relative to glycine control, % at 25 µM. 340,000 compounds, 2.5% hits;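 active = melting temperature shift of at least 10% of the positive control shift, at one fixed dose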
Mdm2 MdmX PPI = inhibitors of human Mdm2-MdmX association, primary screen, cell-based, luminescence, split luciferase, SaOS-2, uHTS; Protein Mdm4 (Homo sapiens) + E3 ubiquitin-protein ligase Mdm2 (Homo sapiens), …; SaOS-2 split-luciferase Mdm2/MdmX complementation; inhibition, % at 8 µM; 330,000 compounds, 3% hits; AID 485346, 2010;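 active = inhibition of at least 50% at 8 µM in the primary screen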
Target sequence (O15151 whole entry, looked up): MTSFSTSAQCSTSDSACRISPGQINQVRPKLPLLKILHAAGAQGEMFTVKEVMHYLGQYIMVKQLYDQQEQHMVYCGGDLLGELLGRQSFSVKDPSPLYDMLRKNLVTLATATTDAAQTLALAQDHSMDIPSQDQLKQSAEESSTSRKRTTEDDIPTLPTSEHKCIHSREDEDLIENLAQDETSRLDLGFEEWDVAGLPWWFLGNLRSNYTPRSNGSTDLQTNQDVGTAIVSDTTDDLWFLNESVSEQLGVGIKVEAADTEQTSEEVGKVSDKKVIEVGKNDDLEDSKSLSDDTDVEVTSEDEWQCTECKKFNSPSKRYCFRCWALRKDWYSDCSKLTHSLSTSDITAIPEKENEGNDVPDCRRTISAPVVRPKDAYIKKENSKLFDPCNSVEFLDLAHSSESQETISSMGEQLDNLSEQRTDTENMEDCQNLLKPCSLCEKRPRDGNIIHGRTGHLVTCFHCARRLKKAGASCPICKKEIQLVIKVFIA
Target sequence (Q00987 whole entry, looked up): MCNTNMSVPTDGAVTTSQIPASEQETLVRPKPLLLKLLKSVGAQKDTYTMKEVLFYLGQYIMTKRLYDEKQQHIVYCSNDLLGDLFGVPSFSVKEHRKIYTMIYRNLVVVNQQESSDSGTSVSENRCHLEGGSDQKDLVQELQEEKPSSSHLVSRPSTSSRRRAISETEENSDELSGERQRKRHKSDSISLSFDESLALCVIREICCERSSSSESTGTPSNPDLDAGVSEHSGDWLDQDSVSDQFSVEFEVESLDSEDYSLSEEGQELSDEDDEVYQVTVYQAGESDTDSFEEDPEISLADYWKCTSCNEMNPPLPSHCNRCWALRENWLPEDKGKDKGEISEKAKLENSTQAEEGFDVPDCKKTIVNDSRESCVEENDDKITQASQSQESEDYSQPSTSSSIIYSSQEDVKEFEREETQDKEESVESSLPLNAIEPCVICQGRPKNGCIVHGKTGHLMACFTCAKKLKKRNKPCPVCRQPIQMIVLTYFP
APJ ag = agonists of human apelin receptor APJ, primary screen, CHO-K1 cells, PathHunter beta-arrestin, luminescence. P35414. 0% DMSO wells, 100% apelin. activation, % at 20 µM. 330,000 compounds, 0.11% hits. AID 2520, 2010;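 active = activation more than six SD over the plate average, tested at 20 µM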;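 also: 0% = DMSO alone and 100% = apelin-13 at 10 nM; some results filed as inactive read as strong as hits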
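Assay system: CHO-K1 cells stably expressing ProLink-tagged human APJ and arrestin–beta-gal acceptor. Compound dosing: 20 µM single point, 1% DMSO. Times: 16-18 h seeding, 90 min dark compound exposure, 60 min detection. Detection: beta-gal luminescence. Evaluation: APJ–arrestin association signal. Controls: negative DMSO alone, positive Apelin-13 at 10 nM.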
tim10-1 inh = growth inhibitors of tim10-1 mutant yeast, primary screen, luminescence, uHTS; inhibition, % at 20 µM; 330,000 compounds, 2.2% hits; S. cerevisiae tim10-1 ts strain growth, BacTiter-Glo, 24 h; AID 463190, 2010;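 active = inhibition of at least 40%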;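 also: mutant grown at 25 °C; 0% = DMSO wells with yeast and 100% = wells holding no yeast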
Starred values were filed as active, the others as inactive; x = no result given.

Start of the data: the first 4 entries (preview)
SMILES	NLRP3 yeast inh	tim23-1 inh	XBP1 UPR activ	UPR CHOP act	TIM10 inh	NR3A LBD binder	Mdm2 MdmX PPI	APJ ag	tim10-1 inh
COc1ccc(OC(C)C(=O)Nc2cccc(OC)c2)cc1 (centres undefined)	15.1	10.8	-0.1	-2.2	12.7	-2.7	-10.1	-3.0	10.1
CCCSc1nnc(Cc2cc(=O)[nH]c(=O)[nH]2)n1-c1cc(C)ccc1C	8.6	7.1	0.0	2.5	-9.6	-1.7	-12.9	-0.4	5.0
CCCCNc1c(N2CCN(C(=O)OCC)CC2)c(=O)c1=O	-12.3	-3.2	-2.3	-0.8	-5.4	0.2	8.5	-4.3	10.6
COC(=O)CNC(c1ccccc1)c1cc(C)ccc1NS(=O)(=O)c1ccc(C)cc1 (centres undefined)	12.9	33.7	-2.8	-0.1	12.8	-3.8	16.7	-0.9	3.5

Main list (from the top)
SMILES	NLRP3 yeast inh	tim23-1 inh	XBP1 UPR activ	UPR CHOP act	TIM10 inh	NR3A LBD binder	Mdm2 MdmX PPI	APJ ag	tim10-1 inh
COc1ccc(OC(C)C(=O)Nc2cccc(OC)c2)cc1 (centres undefined)	15.1	10.8	-0.1	-2.2	12.7	-2.7	-10.1	-3.0	10.1
CCCSc1nnc(Cc2cc(=O)[nH]c(=O)[nH]2)n1-c1cc(C)ccc1C	8.6	7.1	0.0	2.5	-9.6	-1.7	-12.9	-0.4	5.0
CCCCNc1c(N2CCN(C(=O)OCC)CC2)c(=O)c1=O	-12.3	-3.2	-2.3	-0.8	-5.4	0.2	8.5	-4.3	10.6
COC(=O)CNC(c1ccccc1)c1cc(C)ccc1NS(=O)(=O)c1ccc(C)cc1 (centres undefined)	12.9	33.7	-2.8	-0.1	12.8	-3.8	16.7	-0.9	3.5
CN(C(=O)Nc1ccc(Cl)cc1Cl)C1CCCC1	10.5	-1.7	2.4	9.6	5.8	-3.9	-11.1	-2.6	10.5
COc1ccccc1N1CCN(CCCNc2c(C)c(=O)n(C)c(=O)n2C)CC1	7.4	-10.8	-4.6	-0.2	-3.3	-3.6	20.1	6.4	0.2
CC(C)(C)c1ccc(NC(=O)N2CCN(c3ccc([N+](=O)[O-])cn3)CC2)cc1	6.6	16.2	-0.8	13.4	18.4	-3.5	14.5	3.7	21.9
CCCCn1c(N)c(N(Cc2ccccc2OC)C(=O)C(C)C)c(=O)[nH]c1=O	18.4	8.1	-1.7	1.9	11.0	-1.3	-11.8	-0.9	-7.0
COCCn1c(SCc2nc3ccccc3c(=O)[nH]2)nnc1-c1ccncc1	10.2	0.9	-1.0	-1.4	-5.5	-7.8	-2.2	-2.3	-0.5
CN1CCN(S(=O)(=O)c2ccc(NC(=O)C3CCCCC3)cc2)CC1	9.7	-3.9	-3.4	-3.6	1.2	1.8	22.9	0.0	1.6
CC1CCCCN1c1nnc(N)s1 (centres undefined)	-8.7	14.0	0.1	0.5	-5.7	1.7	-17.0	-2.7	9.9
CCOc1ccccc1NC(=O)Nc1ccon1	14.4	-0.5	-0.3	-0.7	-16.4	-10.5	18.6	-2.7	-11.8
Nn1c(SCC(=O)Nc2ccc3c(c2)OCCO3)nnc1-c1cccnc1	19.2	-0.2	-2.7	-2.5	2.6	-0.3	9.4	-3.4	-4.1
NC(=O)c1ccc(NC(=O)COC(=O)CCCN2C(=O)c3cccc4cccc(c34)C2=O)cc1	-3.0	2.1	3.6	-1.2	6.5	-1.4	7.8	-1.5	-2.7
COc1cc(S(=O)(=O)NCc2ccccc2)ccc1-n1cnnn1	5.3	1.5	0.6	-0.3	9.2	0.2	-26.4	3.7	-11.4
CCS(=O)(=O)N1Cc2ccccc2CC1C(=O)Nc1nc2ccc(C)cc2s1 (centres undefined)	15.5	47.2	-0.9	2.5	28.1	-19.0	-23.2	-2.0	24.6
COc1ccc(-c2ocnc2C(=O)NCc2nn(-c3ccccc3)nc2C)cc1	25.5	0.8	-2.8	5.2	10.3	2.0	44.2	-3.7	7.5
COc1ccc(N(CC(=O)NC2CC3CCC2C3)S(=O)(=O)c2ccc(C)cc2)cc1OC (centres undefined)	14.5	16.4	-0.8	-2.1	13.3	-0.1	-6.3	-0.1	11.2
COc1c(F)c(F)c(C(=O)Nc2ccc(N3CCN(C(C)=O)CC3)c(Cl)c2)c(F)c1F	10.2	30.9	-1.7	-0.5	10.4	0.5	-2.4	-0.3	26.4
CCOc1ccccc1OCCCC(=O)Nc1ccc(OC)nc1	6.8	14.3	-2.5	-0.4	5.7	x	-19.2	-1.2	-6.8
COC(=O)c1ccc(-n2nnnc2SCC(=O)N2CCCCC2)cc1	-19.5	4.3	-0.1	2.7	2.8	37.4*	-9.1	-1.4	11.6
Cc1cccnc1NC(=O)c1ccc(Cl)c(S(=O)(=O)N2CCCCCC2)c1	19.9	6.0	-7.1	1.5	6.8	1.0	-11.6	9.1	6.6
CCOc1cccc2cc(C(=O)NCc3ccc(Cl)cc3)c(=N)oc12	0.3	9.6	-1.1	2.3	11.3	1.5	14.9	0.2	16.5
C#CC(C)OC(=O)C(C)NC(=O)c1ccccc1 (centres undefined)	18.5	-2.5	0.4	0.2	-4.6	3.8	2.0	5.8	-8.2
Cn1c(SCC(=O)NCc2ccc(F)cc2)nc2ccccc21	2.0	22.3	-0.2	-0.6	5.4	-4.2	-15.9	-1.3	11.4
CCOc1ccc(C(=O)C(C)OC(=O)Cn2c(C)csc2=O)cc1 (centres undefined)	31.0	6.8	-3.1	-0.8	1.3	2.6	12.1	4.9	6.4
O=C(N[C@@H](Cc1ccccc1)C(=O)OCc1ccccc1)c1nc[nH]c1C(=O)N1CCN(c2ccccc2)CC1	15.0	34.6	-2.9	0.0	18.1	-9.6	65.1*	1.7	23.7
O=C1C=C(Nc2ccccc2)C(=O)c2ccccc21	38.5	12.8	3.2	2.8	14.3	-1.8	-70.2	-5.9	19.0
Fc1ccc(-c2n[nH]c(=S)n2CC2CCCO2)cc1 (centres undefined)	24.2	13.3	-1.0	1.5	7.1	3.9	-25.0	2.5	2.9
COc1ccc(-c2c(C)nn3c(-c4ccccc4)cc(C)nc23)cc1	11.1	11.0	-0.7	5.7	-13.8	15.3*	14.9	-0.2	17.9
C=CCNC(=S)N1CCN(c2cc3c(cc2F)c(=O)c(C(=O)O)cn3CC)CC1	-1.6	8.1	-1.9	0.7	4.2	x	0.2	-2.2	7.6
O=c1c2c(nc3c(-c4ccc(Cl)cc4)c[nH]n13)CCCC2	-4.7	6.7	6.7	15.6	20.6	-8.6	42.0	-0.5	21.5
CCn1c(SCc2nc3ccccc3[nH]2)nnc1-c1cccnc1	7.8	12.5	-0.4	3.4	-20.6	1.3	19.1	3.5	-0.2
CC12CCC(=O)N1C(C(=O)Nc1cccc(S(=O)(=O)N3CCCCCC3)c1)CS2 (centres undefined)	16.9	12.4	-0.2	0.2	2.6	-0.6	10.4	-0.5	22.5
Nc1ccc(Oc2ccc3nc(-c4ccccc4)c(-c4ccc([N+](=O)[O-])cc4)nc3c2)cc1	27.1	21.2	-0.2	-0.6	25.1	2.3	38.8	3.4	19.4
COc1ccc(-c2nnc(SCc3nnc(-c4cccs4)o3)n2CC2CCCO2)cc1 (centres undefined)	7.9	17.1	-0.9	-0.1	-2.5	1.9	-17.8	-1.3	20.4
O=CN1CCN(C2CC(=O)N(c3ccc(Br)cc3)C2=O)CC1 (centres undefined)	6.4	3.9	-4.6	5.5	-8.4	-4.2	8.5	0.8	11.3
COc1ccc(NS(=O)(=O)c2cn(C)c(=O)n(C)c2=O)c(OC)c1	4.4	20.0	-3.2	2.9	8.1	-2.1	16.5	-1.7	-0.3
O=C(CCNC(=O)c1ccco1)Nc1ccc(C(F)(F)F)cc1	7.2	-9.6	-1.4	-1.7	-2.3	1.3	13.8	0.0	-5.2
COc1cccc(-n2nc(C(=O)O)c3ccccc3c2=O)c1	0.9	10.7	3.3	0.4	-3.4	0.3	-17.9	-0.2	5.9
Cc1ccc(C)c(C(=O)COC(=O)CN2C(=O)C3C4CCC(C4)C3C2=O)c1 (centres undefined)	8.8	19.4	-3.6	0.5	-9.8	-0.8	22.8	0.4	10.4
Cc1occc1-c1nnc(SCC(=O)N2CCN(c3ccc(F)cc3)CC2)n1C	0.2	9.6	-0.8	0.6	11.0	0.1	13.5	2.7	12.0
O=C(Nc1ccccc1N1CCCC1)c1cc(Cl)ccc1Cl	10.5	8.5	-1.0	-2.6	18.6	1.0	-23.8	-3.6	30.8
Cc1ccc(N2Cc3ccccc3C2=O)cc1	41.1	33.9	-6.3	-0.1	4.5	-1.8	-32.0	-1.8	-6.9
O=C1OC(c2ccc3c(c2)OCO3)=N/C1=C\c1ccc(C(=O)O)cc1	11.3	14.5	-5.7	-0.8	6.9	-2.0	11.8	-2.8	-15.1
CCOc1ccc2nc(SCC(=O)N(C)C3CCS(=O)(=O)C3)[nH]c2c1 (centres undefined)	-10.0	0.2	-1.7	0.2	2.7	-2.1	-12.2	2.0	11.0
Cc1ccc(NCCCCO)cc1C	3.6	6.1	-1.5	0.1	-2.4	0.8	-3.2	-1.7	3.3
O=C(NC1CCCC1)C(c1ccccc1F)N(C(=O)Cc1cccs1)c1ccc2c(c1)OCCO2 (centres undefined)	4.3	22.0	-2.4	0.4	27.5	-1.4	9.4	0.5	32.0
COCCCNC(=O)c1ccccc1NS(=O)(=O)c1ccc(C)cc1	3.7	18.5	3.6	1.0	2.1	-1.0	-3.8	0.2	15.4
O=C(N/N=C\c1ccc(Cl)cc1Cl)c1sccc1-n1cccc1	8.5	29.6	-5.4	0.8	-1.2	-7.2	16.6	-1.4	9.7
CCNC(=O)c1ccc(-n2nc(C)cc2-c2ccccc2)cc1	10.1	38.0	1.4	1.0	21.9	-0.3	-12.4	1.7	32.7
Nc1cc(-c2cccc(F)c2)nn1S(=O)(=O)c1cccc2nsnc12	12.2	-2.3	0.1	-0.7	-9.5	8.2	28.0	-2.2	17.2
COC(=O)c1cccc(NC(=O)CSc2ncn[nH]2)c1	7.5	-8.5	-2.7	-2.8	4.2	-0.9	20.6	-1.0	-1.4
COc1ccc(Cn2c(C)nnc2-c2cnn(C)c2N)cc1	1.8	3.8	0.5	-0.4	-16.4	1.4	21.5	-0.2	12.7
O=C(c1ccccn1)N(Cc1ccco1)C1(C(=O)NC2CCCC2)CCCCC1	19.1	16.4	2.5	1.2	4.2	0.8	15.1	-2.0	9.6
